Screens: PubChem BioAssay, National Center for Advancing Translational Sciences (NCATS)
HCMV antiviral = human cytomegalovirus inhibition. HFF cells, HCMV-luciferase reporter, 72 h; stronger effect = lower value. activity change, negative = inhibition, % at 57.5 µM. 4.5% of 410,000 active. AID 1259415; in the data active = activity change below about -60%; inconclusive = no clear call, values can overlap the other calls; inactive = above about -39%
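Human foreskin fibroblasts infected with luciferase-reporter HCMV at MOI 1 PFU/cell, compounds at two doses. Luciferase measured 72 h post infection; normalized to buffer-only basal and Salinomycin (10uM) controls.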
Active calls of the source: *; ? = inconclusive. % is scaled to controls: 0 for no effect and ±100 for the full control effect.

SMILES	HCMV antiviral
COc1ccccc1-c1ccc([C@@H]2C[C@H]3[C@H](CON3C)CN2CC2CCCCC2)cc1	-16
CCNC(=O)[C@@H]1[C@@H](CO)[C@@H]2Cn3c(cccc3=O)[C@H]1N2C(=O)Nc1cc(F)ccc1F	13
CN1C(=O)C(C(Nc2ccccc2)c2ccc(Br)cc2)c2ccccc21 (stereo not drawn)	49
COc1ccccc1CNC(=O)C1CCN(Cc2nc(-c3ccc(Cl)cc3)oc2C)CC1	0
O=C(O)CCl	12
CN(C)c1cccc(CNc2nccc3[nH]c(-c4ccc(F)c(F)c4)nc23)c1	0
C[C@@H]1CN([C@@H](C)CO)C(=O)CCCn2cc(nn2)CO[C@H]1CN(C)C(=O)CCC(F)(F)F	5
COC(=O)C1=C(c2ccc(OC(F)(F)F)cc2)C[C@@H]2CC[C@H]1N2C(=O)N1CCc2cc(OC)c(OC)cc2C1	-20
Cc1cccc(CNc2nc3cnc(-c4ccc(F)cc4)cc3n2C)c1	-3
CCNC(=O)C1(C)CCCN(C(=O)COc2ccc(Cl)cc2Cl)C1 (stereo not drawn)	5
CCOC(=O)C1=CCN(S(=O)(=O)c2ccc(Br)cc2)C1c1ccc(F)cc1 (stereo not drawn)	-22
COC(=O)c1cc(=O)nc(NN=C(C)C)s1	-9
CCCCn1nnnc1C(C1CC1)N1C(=O)C(=O)c2ccccc21 (stereo not drawn)	-9
CC(=O)N(C)C[C@@H]1OCc2ccccc2-c2c(n(C)c3ccccc23)C(=O)N([C@@H](C)CO)C[C@@H]1C	10
Cc1cccc(C)c1Nc1c(-c2ccccc2F)nc2ccccn12	-3
O=C(NC1CCCCC1)C(Nc1ccccc1)c1ccccc1F (stereo not drawn)	?
CCCCNC(=O)c1nc2cc(C)c(C)cc2nc1-c1ccc(OC)cc1	9
CCOC(=O)N[C@H](C(=O)N1CCC[C@H]1C(=O)NCCc1ccccc1Cl)c1ccccc1	?
C[C@H]1[C@@H](NS(=O)(=O)c2ccc([N+](=O)[O-])cc2[N+](=O)[O-])CC[C@@]23CCCN2C(=O)CCC[C@@H]13	12
CCCCNC(=O)c1cnc(Cc2c[nH]c3ccccc23)c(I)c1	-6
COc1ccc2c(c1)CCC[C@]1(C)C[C@@H]1C(=O)c1ccccc1O2	?
CC(C)Cc1ccc(CN2CCCC(NC(=O)CSc3nncn3C)C2)cc1 (stereo not drawn)	-15
O=C(c1cccc(F)c1)N1CC(=O)N2[C@H](CO)[C@@H](c3ccc(Br)cc3)[C@@H]2C1	-13
COc1ccc2c3c([nH]c2c1)[C@@H](CO)N(C(=O)c1ccccc1)CC31CN(C(=O)CC2CC2)C1	5
Cc1cc(Oc2ccc3c(-c4ccccn4)noc3n2)ccc1F	55

Reprinted from the part before: 4 compounds; new compounds follow.
SMILES	HCMV antiviral
CC(C)Cc1ccc(CN2CCCC(NC(=O)CSc3nncn3C)C2)cc1 (stereo not drawn)	-15
O=C(c1cccc(F)c1)N1CC(=O)N2[C@H](CO)[C@@H](c3ccc(Br)cc3)[C@@H]2C1	-13
COc1ccc2c3c([nH]c2c1)[C@@H](CO)N(C(=O)c1ccccc1)CC31CN(C(=O)CC2CC2)C1	5
Cc1cc(Oc2ccc3c(-c4ccccn4)noc3n2)ccc1F	55
C=CCCC1CN(Cc2ccc(OC)cc2)S(=O)(=O)c2c(Oc3ccc(OC)cc3)cccc2O1 (stereo not drawn)	-9
Nc1ncc(Br)nc1NC1CCOCC1	44
O=C(c1ccccc1[N+](=O)[O-])N1CCC[C@@H]1c1noc2ccccc12	-62*
C[C@H](CO)N1C[C@H](C)[C@H](CN(C)C(=O)NC2CCCCC2)OCc2cnnn2CCCC1=O	-7
N#C[C@H](c1ccccc1)C1CCN(S(=O)(=O)CCCCl)CC1	-20
COc1ccc2c(c1)[C@@H](NC(=O)c1c(C)noc1C)[C@H](C)[C@@H](c1ccccc1)N2Cc1cccc(F)c1	-4
COc1ccccc1Cc1c(-c2ccc(F)cc2)nc2ccc(C)cn12	54
CN1CCC(Nc2nc(Br)cnc2N)CC1	10
COc1ccc2c3c(n(C)c2c1)[C@H](CO)N(Cc1nccs1)CC31CCN(C(=O)CN(C)C)CC1	13
CC(C)(C)NC(=O)C(c1ccccc1)n1c(-c2ccccc2Br)nc2ccccc21 (stereo not drawn)	54
COc1ccc(-c2nnc(SCC(=O)c3ccc4c(c3)OCCO4)o2)cc1	12
C[C@H]1[C@@H](NS(=O)(=O)c2ccc([N+](=O)[O-])cc2)CC[C@@]23CCCN2C(=O)CCC[C@@H]13	-21
CC(C)(C)OC(=O)N[C@@H]1C=CC(=O)C1	-18
C=C1[C@@H](CCO)N(S(=O)C(C)(C)C)C[C@@H]1C (stereo partly drawn)	-13
CCCCCCCC(=O)N[C@H]1CC[C@@]23CCCN2C(=O)CCC[C@H]3[C@H]1Cc1ccccc1	1
Fc1cccc(Oc2ccc3c(-c4ccccc4F)noc3n2)c1	-25
C[C@@H]1CN([C@@H](C)CO)C(=O)CCCn2cc(nn2)CO[C@H]1CN(C)C(=O)Nc1ccc2c(c1)OCCO2	36
Cc1cc(Oc2cccc3c2S(=O)(=O)N([C@H](C)c2ccccc2)C[C@@H](COCc2ccccc2)O3)cc(C)c1C	-93*
CSCCC1c2cccn2-c2ccccc2N1C=Nc1c(C)cccc1C (stereo not drawn)	16
CC1CCCCC1NC(=O)C1CCC(CNS(=O)(=O)c2ccc3c(c2)C(C)(C)C(=O)N3C)CC1 (stereo not drawn)	68
FC(F)(F)c1ccc(Nc2cc3c(cn2)ncn3Cc2ccco2)cc1	-15
Nc1nc2cc3c(cc2cc1C(=O)NCc1cccnc1)OCO3	8
NC(=O)c1cccc(-c2ccc3c(c2)N(CC2CC2)C(=O)COC3)c1	30
O=C(N=Nc1c(O)[nH]c2c(Cl)cc(Cl)cc12)c1ccccc1O	-19
Cc1ccccc1CN1[C@@H](C)[C@H](c2ccccc2)Oc2cccc(NCC(C)C)c2S1(=O)=O	-33
The results go on:
SMILES	HCMV antiviral
CCOC(=O)N(C)C[C@@H]1OCc2cn(nn2)CCCC(=O)N([C@H](C)CO)C[C@H]1C	-5
COc1ccc(Cn2cnc3cnc(Nc4ccc(NC(C)=O)cc4)cc32)cc1OC	-72*
Cc1[nH]c2ccccc2c1[N+](=O)[O-]	7
COCC(=O)N1CC(=O)N2[C@@H](CO)[C@H](c3ccc(Br)cc3)[C@@H]2C1	3
OC1CCC(Nc2nccc3[nH]c(-c4ccccc4Cl)nc23)CC1 (stereo not drawn)	-11
COCc1cccc(-c2cccc3c2COCC(=O)N3Cc2ccccc2)c1	-5
COc1ccc(CNC(=O)c2csc(N3CCN(CCc4ccccc4)C3=O)n2)cc1OC	-86*
COc1ccc(Cn2cnc3cnc(Nc4ccc(C(=O)N(C)C)cc4)cc32)cc1OC	2
C[C@@H]1CN([C@H](C)CO)S(=O)(=O)c2ccc(Br)cc2O[C@H]1CN(C)CC1CCOCC1	-22
C[C@H]1[C@@H](c2ccccc2)Oc2ccc(Cl)cc2S(=O)(=O)N1Cc1cccc(F)c1	-27
COC(=O)C1=C(C)N(Cc2cccc(C(F)(F)F)c2)C(=NCc2ccc(C(F)(F)F)cc2)NC1c1ccc(F)cc1 (stereo not drawn)	-101*
O=C1CCC[C@H]2[C@@H](Cc3ccccc3)[C@H](N(Cc3ccccc3)Cc3ccccc3)CC[C@]23CCCN13	-24
CC(C)c1ccc(CN2C(=O)C(n3cccc3)c3cccc(F)c32)cc1 (stereo not drawn)	-31
Cc1ccc([C@H]2C[C@]34CNS(=O)(=O)[C@H]3C[C@H]2O4)cc1	23
CCCCNC(=O)N[C@H]1CC[C@@]23CCCN2C(=O)CCC[C@H]3C1Cc1ccccc1 (stereo partly drawn)	-6
COC(=O)c1cc2c(c3c4ccccc4n(S(=O)(=O)c4ccc(OC)cc4)c13)C(=O)N(Cc1ccc(C(F)(F)F)cc1)C2	74
CC(=O)c1cccc(Nc2nccc3c2cc(-c2cccc(C(F)(F)F)c2)n3C)c1	-31
COc1ccc(CN2C(=O)C(n3ccc4ccccc43)c3ccccc32)cc1 (stereo not drawn)	14
COc1ccc([C@@H]2C(C(=O)N3CCCC3)CC(=O)N2C(=O)CCc2ccccc2)cc1 (stereo partly drawn)	-3
CC(C)C[C@@H]1COc2cc(NC3CC3)ccc2S(=O)(=O)N1	-14
O=C(NCc1ccccc1Cl)O[C@H]1CC[C@@]23CCCN2C(=O)CCC[C@H]3[C@H]1Cc1ccccc1	-2
C[C@H]1COc2cc(N3CCCC3)ccc2S(=O)(=O)N1	-1
COC(=O)C1[C@H]2[C@@H]3[C@H](c4ccc(C)o4)Nc4ccc(Cl)cc4[C@@H]3N(C(=O)OC(C)(C)C)[C@@H]12 (stereo partly drawn)	-36
Cn1c(Nc2ccccc2)nc2cnc(Nc3cccc(Cl)c3)cc21	-7
CC(C)c1cccc(-c2nc3c(NC4CCC(O)CC4)nccc3[nH]2)c1 (stereo not drawn)	-6

Next section, starting with the last five of the part before.
SMILES	HCMV antiviral
O=C(NCc1ccccc1Cl)O[C@H]1CC[C@@]23CCCN2C(=O)CCC[C@H]3[C@H]1Cc1ccccc1	-2
C[C@H]1COc2cc(N3CCCC3)ccc2S(=O)(=O)N1	-1
COC(=O)C1[C@H]2[C@@H]3[C@H](c4ccc(C)o4)Nc4ccc(Cl)cc4[C@@H]3N(C(=O)OC(C)(C)C)[C@@H]12 (stereo partly drawn)	-36
Cn1c(Nc2ccccc2)nc2cnc(Nc3cccc(Cl)c3)cc21	-7
CC(C)c1cccc(-c2nc3c(NC4CCC(O)CC4)nccc3[nH]2)c1 (stereo not drawn)	-6
C[C@@H]1CCCCO[C@@H](CN(C)C(=O)Nc2ccccc2)[C@@H](C)CN([C@H](C)CO)C(=O)c2cc(NC(=O)NC3CCCCC3)ccc2O1	-15
CCOC(=O)C(Cc1ccccc1)(Nc1ccccc1OC)C(O)c1ccccc1Br (stereo not drawn)	-5
O=C(NCC1CC1)[C@@H]1[C@@H](CO)[C@@H]2Cn3c(cccc3=O)[C@@H]2N1Cc1cccc(F)c1	-4
COc1ccc2c(c1)[C@@H](NC(=O)OCc1ccccc1)[C@H](C)[C@@H](c1ccccc1)N2C(=O)NC(C)C	-10
CCOC(=O)/C=C/[C@@H](C)NC(=O)C(F)(F)F	-22
CC(=O)c1cccc(-c2cnc3ccc(-c4cccc(Oc5ccccc5)c4)nn23)c1	-8
CCOC(=O)C1=CCN(S(=O)(=O)c2ccc(F)cc2)C1c1ccc(Cl)cc1 (stereo not drawn)	-7
C[C@H](Nc1nc(Br)cnc1N)c1ccccc1	11
COC(=O)C1=C(C)N(Cc2ccc(C(F)(F)F)cc2)C(=NCc2ccccc2)NC1c1cccc(Cl)c1 (stereo not drawn)	-100*
O=CN1Cc2nc3ccccc3n2-c2cc(Br)ccc21	?
CC1(C(=O)NCc2ccccc2)CN(S(C)(=O)=O)CC(=O)N1Cc1ccco1 (stereo not drawn)	-6
Nc1ncc(/C=C/CNC(=O)c2cc(Cl)c(Br)[nH]2)[nH]1	-15
CC(C)c1cccc(-c2nc3c(NCc4cccc(N(C)C)c4)nccc3[nH]2)c1	0
CC(=O)NC(Cc1ccc(O)cc1)C(=O)O (stereo not drawn)	12
C[C@@H]1CN([C@@H](C)CO)S(=O)(=O)c2ccc(Br)cc2O[C@@H]1CN(C)Cc1ccc2c(c1)OCO2	-36
COC(=O)C1=C(C)N(Cc2ccc(Br)cc2)C(=S)NC1c1ccc(F)cc1 (stereo not drawn)	?
COc1ccc(NC(=O)N(C)C[C@H]2OCc3cn(nn3)CCCC(=O)N([C@H](C)CO)C[C@@H]2C)cc1	-10
COC(=O)c1c(-c2ccc(OC)cc2)c2c(c3c4ccccc4n(S(=O)(=O)c4ccc(C)cc4)c13)C(=O)N(C)C2	9
C[C@H]1CN(S(=O)(=O)C(C)(C)C)[C@@H](CCO)/C1=C\c1ccccc1	11
COc1ccc2c3c(n(C)c2c1)[C@@H](CO)N(C)CC31CN(C(=O)CN2CCOCC2)C1	5
O=C1C(=O)N(C(C(=O)NCc2ccccc2)C2CCCC2)c2ccccc21 (stereo not drawn)	-9
CN(N=Cc1ccc(N(C)C)cc1)C(=O)c1ccccc1N	119
O=C(NCCc1ccccc1)O[C@H]1CC[C@@]23CCCN2C(=O)CCC[C@H]3[C@H]1Cc1ccccc1	-3
O=C(N[C@@H](Cc1cccnc1)C(=O)N1CCC[C@H]1C(=O)NCCc1ccccc1Cl)C1CCCC1	?
O=C([C@@H]1[C@@H](CO)[C@@H]2Cn3c(cccc3=O)[C@H]1N2Cc1cccc(Cl)c1)N1CCOCC1	-7
(listing goes on)
SMILES	HCMV antiviral
O=C(Nc1ccccc1)N1CC(=O)N2[C@@H](CO)[C@H](c3ccc(Br)cc3)[C@@H]2C1	-6
C=CCNc1cccc2c1S(=O)(=O)N[C@H](Cc1ccccc1)CO2	-30
COc1ccc(-c2cnc3c(NC=O)cc(-c4ccc(N(C)C)cc4)cn23)cc1OC	19
Cc1ccc(C)c(CN2CCC(CNC(=O)C3CCCN(c4ncnc5c4nc4n5CCCCC4)C3)CC2)c1 (stereo not drawn)	20
O=C(NCc1ccc(F)c(F)c1)c1cnc(N2CCN(Cc3ccccc3)C2=O)s1	-32
CCCNC(=O)N1CCC2(CC1)CN(C(=O)CN1CCOCC1)[C@H](CO)c1[nH]c3cc(OC)ccc3c12	0

These rows are one share of the data; count on the stated rates, not on these rows.
